N370S GC: N370S glucocerebrosidase modulation, Gaucher chaperone candidate; P04062; Potency, µM (doses to about 59.4 µM), for inactives: top-dose activity change, negative = inhibition, most hits filed as inhibitors; N370S GC spleen homogenate, 4MU-glucoside fluorescence; 330,000 tested, 0.092% active;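 further: 0% = full enzyme activity and -100% = no enzyme basal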
TDP1 cell noCPT: qHTS for Inhibitors of human tyrosyl-DNA phosphodiesterase 1 (TDP1): qHTS in cells in absence of CPT; Potency, µM (doses to about 46.2 µM), inactives show at the top dose activity change, negative = growth inhibition, actives largely listed as inhibitors; DT40 Tdp1-/- hTDP1 cells, no CPT, ATP luminescence, 48 h; 420,000 tested, 15% active; further: nearly all actives have a fitted effect of over 55% in size
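Readout: luminescence from CellTiter-Glo after 30 min in the dark at RT. Cells: DT40 Tdp1-/- with stable hTDP1, 400/well. Exposure: compounds alone, ≥48 hr, 37 °C.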
TDP1 inh: inhibitors of human tyrosyl-DNA phosphodiesterase TDP1. Q9NUW8. recombinant TDP1, AlphaScreen DNA substrate cleavage. Potency, µM (doses to about 130 µM), inactives show top-dose activity change, negative = inhibition, usual class: inhibitors. 350,000 tested, 0.28% active; further: nearly all actives have a fitted effect of over 40% in size
Target sequence (Q9NUW8 whole entry, looked up): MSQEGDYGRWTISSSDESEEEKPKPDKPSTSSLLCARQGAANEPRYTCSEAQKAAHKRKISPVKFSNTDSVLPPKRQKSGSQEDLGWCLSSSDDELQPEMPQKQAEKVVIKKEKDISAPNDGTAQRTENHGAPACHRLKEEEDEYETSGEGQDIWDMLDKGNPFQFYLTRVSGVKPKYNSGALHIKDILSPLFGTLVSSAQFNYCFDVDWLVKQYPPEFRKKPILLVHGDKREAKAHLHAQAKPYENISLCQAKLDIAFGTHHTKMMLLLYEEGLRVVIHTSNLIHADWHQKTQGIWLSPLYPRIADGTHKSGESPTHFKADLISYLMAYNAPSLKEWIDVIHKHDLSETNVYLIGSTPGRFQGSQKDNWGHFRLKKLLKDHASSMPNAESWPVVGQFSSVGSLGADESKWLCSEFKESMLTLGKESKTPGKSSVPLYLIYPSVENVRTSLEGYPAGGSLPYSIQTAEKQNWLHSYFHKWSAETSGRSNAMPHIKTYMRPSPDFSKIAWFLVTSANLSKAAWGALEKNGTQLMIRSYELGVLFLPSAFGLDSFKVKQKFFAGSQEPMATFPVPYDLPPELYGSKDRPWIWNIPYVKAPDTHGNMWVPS
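Tdp1 1 nM final; 15 min RT w/ cpd; substrate 15 nM, 5 min; beads 10 ug/ml, 10 min; AlphaScreen read. Neg ctrl: no enzyme.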
* marks the source's active call; other numbers are inactive results; ? = inconclusive; / = not tested or not shown; & = joins results of further samples; ! = a repeat was not active; [ ] = another dose, or the depositor's remark. The call rests on the fitted dose curve; in most records, active means well fitted curve in the direction sought with a large enough effect; inconclusive means small, poorly fitted or top-dose-only effect, or another doubt; inactive means no such curve, though single readings can be large; an effect the other way counts as inactive or inconclusive. Unless noted, on the % scale 0 is the no-effect control and ±100 the full control effect; potency means the concentration at half of the fitted maximal effect. This is a subset; the hit share may differ from the screen's.

Results follow in this order: N370S GC, TDP1 cell noCPT, TDP1 inh
COc1cccc(C(=O)NCCS(=O)(=O)N(C)C2CCCCC2)c1
    -11%, -14%, -7%[0.505 µM]
Cc1ccc(N(C)C(=O)C2CCCN(c3ncnc4c3nc3n4CCCCC3)C2)cc1C (stereo not given)
    /, 9.2µM*, 2%
CCOCC(=O)Nc1ccc(-c2cn3c(C)csc3n2)cc1
    /, ?, 3%
CCCn1c(-c2ccc(F)cc2)nc2c(N3CCN(Cc4nc(OC)cc(OC)n4)CC3)nc(C)nc21
    0%, /, 16%
Cc1ccc(C(=O)N2CCN(c3ccc(N4CCOCC4)nn3)CC2)cc1C
    -1%, 0%, /
O=C1C2CC=CCC2C(=O)N1c1n[nH]c(-c2ccccc2)n1 (stereo not given)
    -5%, 12%, 7%
CCOc1nc2cnccc2n(CC(=O)Nc2c(C)cccc2CC)c1=O
    -2%, -20%, 3%
C=CCOc1ccc(/C=N/NC(=O)CN2CCCCC2)cc1OC
    -7%, -9%, /
CCN(C(=O)COC(=O)C1CC1C)c1c(N)n(Cc2ccccc2)c(=O)[nH]c1=O (stereo not given)
    0%, -5%, -4%[0.505 µM]
COc1ccc(NCc2n[nH]c(=O)c3ccccc23)cc1
    /, ?, 3%
COc1ccccc1NC(=O)c1cc2cc3ccc(OC)c(Cl)c3nc2s1
    /, ?, ?
Cc1ccc(NC(=S)N(CCN(C)C)Cc2cccs2)c(C)c1
    2%, -1%, 4%
COc1cccc(-c2ccc3ncnc(NC4CC4)c3c2)c1
    ?, 12µM*, /
Cc1ccc(S(=O)(=O)/N=C2/NC(=O)/C(=C/c3ccccc3)S2)cc1
    ?, ?, -1%
COc1ccc(S(=O)(=O)N2CCC(C(=O)NC(C)CCc3ccccc3)CC2)cc1 (stereo not given)
    -11%, -26%, 0%
N#Cc1ccc(CN2CCN(C(=O)c3ccccc3)CC2)c(Cl)c1
    -12%, -2%, 2%
CCOC(=O)C1C(c2ccc(Cl)cc2)NC(=S)NC1(O)C(F)(F)F (stereo not given)
    12%, -15%, -5%
COc1ccc2c(C)cc(SCC(=O)NCCN3C(=O)CSC3=O)nc2c1
    18%, 0%, 0%
COc1ccc(C(=O)NCCNC(=O)c2cnccn2)cc1
    6%, -15%, /
CCN1CCN(Cc2c(O)ccc3c2O/C(=C\c2ccccc2)C3=O)CC1
    -23%, -18%, 5%
O=C(O)CCSc1nnc(CNc2ccc(Cl)cc2)n1Cc1ccccc1
    13%, -7%, 3%
CN(Cc1ccon1)C(=O)c1ccc2nc(Cc3cccc(Cl)c3)oc2c1
    -10%, ?, 0%
O=C(COC(=O)Cc1ccc([N+](=O)[O-])cc1)NCc1ccc2c(c1)OCO2
    /, -9%, 0%
COc1cc2c(cc1NC(=O)c1cccc(F)c1)CCCC2
    14%, ?, -4%
CC(C)(C)N1C(=O)[C@H]2[C@H]3[C@H](O)[C@H](O)C/C(=N/OCc4ccccc4)[C@H]3CC[C@@H]2C1=O
    2%[12.8 µM], /, 6%[21 µM]
CCCCSCCCNC(=O)CCCN1C(=O)c2ccccc2Sc2ncccc21
    -4%, 16µM*, /
CCC(Sc1nnc2c3ccccc3n(CC)c2n1)C(=O)Nc1sc2c(c1C#N)CCCC2 (stereo not given)
    10%, ?, 2%
NC(=O)COC(=O)CC(c1ccccc1)c1ccccc1
    -4%, -15%, 0%
COc1cc(CN2CCCC(C(=O)c3ccc(SC)cc3)C2)cc(Cl)c1O (stereo not given)
    -8%, 15µM*, /
Nc1nc2sc3c(c2c(=O)s1)CCCC3
    7%, 0%, 7%

Results follow in this order: N370S GC, TDP1 cell noCPT, TDP1 inh
Cc1ccc(C(CC(N)=O)c2ccco2)cc1 (stereo not given)
    6%, ?, -2%
COc1ccc(-c2cc(C)no2)cc1S(=O)(=O)NCC(C)c1ccccc1 (stereo not given)
    6%, -7%, 5%
CCSc1nnc(COc2ccccc2)n1CC
    -8%, -29%, /
Cc1cc(C)cc(C(=O)NCC(=O)N2CCC3(CC2)NCCc2[nH]cnc23)c1
    -22%, 8%, 1%
COc1cc(C2C3C(C)N(C)C(=O)N(C)C3N(C)C(=O)N2C)ccc1O (stereo not given)
    -11%[2.35 µM], -2%, 2%
O=C(O)CNC(=O)C1CCCN1C(=O)CNC(=O)OCc1ccccc1 (stereo not given)
    -11%, 2%, /
CCOc1ccccc1NC(=S)Nc1ccccc1F
    1%, -9%, -6%
CCC(C)NC(=O)c1ccccc1NC(=O)Nc1ccccc1 (stereo not given)
    3%, 2%, -2%
O=C1CCC(C(=O)N2CCN(c3cnccn3)CC2)CN1CCc1cccc(F)c1 (stereo not given)
    1%, 21%, 6%
O=C(N1CCOCC1)N1CCCC(c2nc(-c3cccs3)no2)C1 (stereo not given)
    4%, 3%, 0%
OCCn1c(CSc2nc3ccccc3n2CCO)nc2ccccc21
    1%, -14%, 5%
CN1CCN(c2ncc3nc(-c4cccs4)c(=O)n(CCC#N)c3n2)CC1
    9%, ?, /
O=C(CSc1nc2[nH]c(=O)cc(O)c2s1)Nc1cccc(Br)c1
    /, -24%, 1%
C[C@H](CO)N1C[C@H](C)[C@@H](CN(C)S(C)(=O)=O)Oc2c(NC(=O)Nc3ccc(C(F)(F)F)cc3)cccc2C1=O
    /, ?, 1%
O=C1C=C(c2ccc(O)cc2)C[C@@H](c2ccc(Cl)cc2)C1
    /, ?, 6%
O=C(CNc1ccc(Br)cc1)NC(=O)NC1CCCCC1
    7%, ?, 2%
CCn1c(SCC(=O)c2ccccc2)nc2sc3c(c2c1=O)CCN(C)C3
    9%, 21µM*, 8%
Cc1ccc2nc(SCC(=O)N(CC(C)C)c3c(N)n(Cc4ccccc4)c(=O)[nH]c3=O)[nH]c2c1
    -6%, 7%, 2%
CC(C)c1ccc(/C=C(\c2nc3ccccc3[nH]2)S(=O)(=O)c2ccccc2)cc1
    4%, 4.6µM*, 0%
COc1ccc(S(=O)(=O)NCCS(=O)(=O)N2CCN(c3ccccc3)CC2)cc1C
    /, 23µM*, 4%
CCN1CCN(c2ncnc3c2cnn3-c2cccc(C)c2)CC1
    /, ?, 0%
Cc1cccc(Nc2ncccc2C(=O)NCc2cccs2)c1C
    /, -25%, 2%
CCCCCOC(=O)Cn1c(N2CCCCCC2)nc2c1c(=O)[nH]c(=O)n2C
    10%, ?, 7%
CC1(C)C2CCC1(C)C1(C2)NC(=O)c2ccccc2O1 (stereo not given)
    4%, -28%, -3%
COc1ccc(NC(=O)C2Cc3ccccc3N2C(=O)c2ccccc2)c(OC)c1 (stereo not given)
    /, -23%, -4%
CCNC(=S)NNC(=O)c1ccc(OC(F)F)cc1
    1%, -1%, 9%
COc1ccc(/C=N/NC(=O)C(C)n2nnc3ccccc32)cc1OC (stereo not given)
    8%, 10%, 3%
O=C(CSc1cn(CC(=O)N2CCCCC2)c2ccccc12)Nc1ccccc1F
    /, ?, 3%
CNNC(=O)C(=O)NNS(=O)(=O)c1ccccc1
    -8%, ?, 5%
O=C(Cc1n[nH]c(=O)c2ccccc12)Nc1cccc(S(=O)(=O)N2CCCC2)c1
    -2%, ?, 10%

Results follow in this order: N370S GC, TDP1 cell noCPT, TDP1 inh
Cc1c(C2(O)C(=O)Nc3ccc(F)cc32)c(=O)n(-c2ccccc2)n1C (stereo not given)
    -19%, -17%, 4%
Fc1ccc(-c2cn3cc(Cc4ccccc4Cl)sc3n2)cc1
    /, ?, -5%
C=CCOC(=O)c1sc(NC(=O)c2ccc(OC)cc2)nc1C
    7%, 6%, -7%
Cc1nnc(SCc2ccccc2)n1CC1CCCO1 (stereo not given)
    5%, 1%, 3%
O=C(CN1CCCCC1)Nc1ccccc1
    8%, -27%, -1%
CCOC(=O)c1sc(NC(=O)CC)c(C#N)c1C
    9%, -1%, 1%
CC(C)(C)n1nc(-c2ccc(Cl)cc2)c2c(N)ncnc21
    4%&6%&2%, 18µM*!, 7%&5%&0%
O=c1[nH]nc(C(F)(F)F)c2nnn(Cc3ccccc3Cl)c12
    3%, 8%, /
COc1ccccc1NS(=O)(=O)c1cccc(NC(=O)Nc2ccccc2)c1
    10%, 15µM*, 4%
Cc1nc2ccc(S(=O)(=O)NCC(=O)NCCc3ccc(Cl)cc3)cc2s1
    1%, -6%, 3%
O=C(CSCc1ccco1)NC1CCCC1
    -8%, -4%, -3%
CCCN1CCC(=O)N([C@H](CN=[N+]=[N-])CC(C)C)CC1
    ?, -27%, /
O=C(CNC1CCCC1)Nc1ccc(S(=O)(=O)N2CCCCC2)cc1
    -1%, ?, 5%
CC(C)CNC(=O)COC(=O)c1ccccc1SCC(=O)NCC(C)C
    -9%, 3%, 4%
COc1cc(NC(=O)C2CCCO2)c(OC)cc1Cl (stereo not given)
    -1%, 1%, 2%
C=CCOc1ccc2c(c1)c(=O)cc(C(=O)O)n2CC
    2%, 8%, 3%
CCc1nc(SCc2ccc([N+](=O)[O-])cc2)n[nH]1
    -7%, -12%, 0%
N/C(=N\OC(=O)COc1ccc(Cl)cc1)c1cccnc1
    3%, -25%, 2%
Cn1c(=O)c2c(-c3ccc(Cl)cc3)n(CCc3ccccc3)cc2n(C)c1=O
    /, 23µM*, 14%
COc1cccc(CN2CCN(c3ncccn3)CC2)c1OC
    0%, 1%, /
CCCCN(CCCC)S(=O)(=O)c1ccc(NC(=O)c2ccc([N+](=O)[O-])cc2Cl)cc1
    -3%, 21µM*, 2%
CN(C)c1ccc(NC(=O)c2ccc(Cn3cc([N+](=O)[O-])cn3)cc2)cc1
    -15%, ?, 7%
Cc1cccc(C(=O)Nc2ccc3nc(SCC(=O)N4CCc5ccccc54)sc3c2)c1
    /, 4.6µM*, 3%
COc1ccc(CCNC(=O)C2CC(c3c(Cl)cccc3Cl)=NO2)cc1 (stereo not given)
    -16%, ?, -4%
CCC(c1nnc(SCC(=O)NCCc2ccc(OC)c(OC)c2)n1Cc1ccccc1)N(C)C (stereo not given)
    1%, 0%, 8%
CCN1C(=O)[C@H]2[C@@H](c3ccc(C)cc3)N3C(=O)N(c4cccc(Cl)c4)C(=O)[C@@]3(C)[C@H]2C1=O
    -2%, -12%, /
COCC(C)NC(=S)N1CCN(c2ccccc2Cl)CC1 (stereo not given)
    0%, -18%, 3%
CCOC(=O)CN1C(=O)C(O)(CC(=O)c2ccccn2)c2ccccc21 (stereo not given)
    5%, 4.1µM*, 2%
COc1ccc(C2CC(c3cccs3)=NN2C(=O)CSc2nnnn2C)cc1OC (stereo not given)
    7%, -2%, -1%
CCC1(CC)C(=O)C2=C3C1[C@H](C(=O)OC)CC(C(=O)OC)C[C@H]3[C@H]1C(=O)N(C)C(=O)[C@H]1[C@H]2C (stereo not given in full)
    -10%, /, 5%

Single records, from the list above:
Fc1ccc(-c2cn3cc(Cc4ccccc4Cl)sc3n2)cc1 is entered as N370S GC = /; TDP1 cell noCPT = ?; TDP1 inh = -5%
CCOC(=O)c1sc(NC(=O)CC)c(C#N)c1C is entered as N370S GC = 9%; TDP1 cell noCPT = -1%; TDP1 inh = 1%
C=CCOc1ccc2c(c1)c(=O)cc(C(=O)O)n2CC is entered as N370S GC = 2%; TDP1 cell noCPT = 8%; TDP1 inh = 3%

Entries listed so far that contain bromine:
Results follow in this order: N370S GC, TDP1 cell noCPT, TDP1 inh
O=C(CSc1nc2[nH]c(=O)cc(O)c2s1)Nc1cccc(Br)c1
    /, -24%, 1%
O=C(CNc1ccc(Br)cc1)NC(=O)NC1CCCCC1
    7%, ?, 2%

Continuation.
Results follow in this order: N370S GC, TDP1 cell noCPT, TDP1 inh
O=c1[nH]nnc2sc3c(c12)CCCC3
    2%, ?, -2%
CC1CCN(S(=O)(=O)c2ccc3c(ccn3CC(=O)NCc3ccccc3F)c2)CC1
    /, ?, 11%
COc1cc(Nc2ccc(C)cc2)c([N+](=O)[O-])nc1[N+](=O)[O-]
    1%, 2.6µM*, 5%
CC1(C)CC(=O)C(N=Nc2ccc(C(F)(F)F)cc2[N+](=O)[O-])=C(O)C1
    15%, 23µM*, 11%
CC(Oc1cc2oc(=O)c3c(c2cc1Cl)CCC3)C(=O)NCCCn1ccnc1 (stereo not given)
    1%, -12%, 4%
Cc1cnn(-c2nc(-c3cccs3)cc(C(F)(F)F)n2)c1
    ?, ?, -7%
O=C(CCS(=O)(=O)c1ccccc1)Nc1nc(-c2ccc(F)cc2)cs1
    2%, ?, /
O=C(O)[C@@H]1CC(O)CN1C(=O)CCc1c[nH]c2ccccc12 (stereo not given in full)
    -2%, -3%, /
O=C(COC(=O)c1ccco1)NC1CCCCC1
    1%, 7%, 0%
COc1ccc(CCNc2oc(COc3ccc(Cl)cc3)nc2C#N)cc1OC
    /, 12µM*, 6%

Source: PubChem (National Center for Advancing Translational Sciences (NCATS))
